High-throughput results as filed in PubChem.
CHT PAM: allosteric activators of human choline transporter CHT. 310,000 tested, 0.49% active. B-score at 10 µM. AID 488977. CHT-expressing cells, membrane potential dye, choline EC20; active compounds read high; LV-AA mutant CHT in HEK293 cells. Q9GZV3;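 active means initial fluorescence not abnormally high and integrated response B-score, plate-corrected, over 3 SD above library mean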
Target sequence (Q9GZV3 whole entry, looked up): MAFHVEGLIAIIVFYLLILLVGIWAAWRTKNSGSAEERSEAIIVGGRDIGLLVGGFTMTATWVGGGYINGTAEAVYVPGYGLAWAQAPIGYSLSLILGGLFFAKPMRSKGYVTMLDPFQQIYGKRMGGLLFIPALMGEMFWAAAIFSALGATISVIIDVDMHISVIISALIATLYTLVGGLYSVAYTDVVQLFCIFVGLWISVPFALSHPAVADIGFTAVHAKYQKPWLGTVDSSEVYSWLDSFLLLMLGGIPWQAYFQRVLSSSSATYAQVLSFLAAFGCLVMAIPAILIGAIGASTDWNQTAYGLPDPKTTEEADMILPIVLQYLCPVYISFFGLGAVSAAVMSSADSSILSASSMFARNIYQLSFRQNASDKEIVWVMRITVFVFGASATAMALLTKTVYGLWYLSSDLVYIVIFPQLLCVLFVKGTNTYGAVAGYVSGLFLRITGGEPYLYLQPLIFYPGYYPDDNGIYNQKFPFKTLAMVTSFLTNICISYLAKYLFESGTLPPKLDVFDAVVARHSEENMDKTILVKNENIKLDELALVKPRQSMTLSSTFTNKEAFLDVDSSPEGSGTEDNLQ
OX1R antag: blocks the human orexin 1 receptor; 330,000 tested, 0.43% active; AID 434989; inhibition, % at 5 µM; CHO/OX1R cells, Fluo-8 calcium fluorescence, orexin A;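 active means inhibition above its plate's threshold, mean inhibition of all tested compounds on the plate plus 3 SD, cut at about 37% in these data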;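 further: 0% = orexin A challenge wells and 100% = SB-334867-A antagonist wells; not every result past the cut was called active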
Target sequence (O43613 whole entry, looked up): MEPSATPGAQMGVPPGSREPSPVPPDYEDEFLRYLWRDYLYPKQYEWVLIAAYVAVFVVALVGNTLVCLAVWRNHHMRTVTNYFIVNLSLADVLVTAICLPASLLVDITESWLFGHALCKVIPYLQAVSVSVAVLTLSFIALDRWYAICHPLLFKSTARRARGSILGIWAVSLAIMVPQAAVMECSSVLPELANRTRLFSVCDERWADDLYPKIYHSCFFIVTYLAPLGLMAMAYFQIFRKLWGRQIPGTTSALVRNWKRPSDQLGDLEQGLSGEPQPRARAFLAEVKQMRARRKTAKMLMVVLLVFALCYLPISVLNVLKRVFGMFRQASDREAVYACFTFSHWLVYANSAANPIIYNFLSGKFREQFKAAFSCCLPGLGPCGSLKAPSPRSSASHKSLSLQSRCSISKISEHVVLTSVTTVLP
Numbers without * were called inactive; i = inactive; / = no result given. Random draw from the library; any-hit rate near 0.8%.

Each structure is followed by: CHT PAM, OX1R antag
- CC(C)n1cc(NC(=O)C2CC(c3cccc(Br)c3)=NO2)cn1 (configuration not stated)
 : i, -5
- COc1ccccc1C(=O)NCC(=O)OCC(=O)Nc1ccc2[nH]c(=O)[nH]c2c1
 : i, -7
- COc1ccc(C2SCC(=O)N2Cc2ccccc2)cc1 (configuration not stated)
 : i, 5
- Cc1ccccc1-c1cc(C(=O)Nc2sc(C(=O)OC(C)C)c(C)c2C#N)c2ccccc2n1
 : i, -11
- CCCCN(CCCC)CC(O)Cn1c2ccccc2c(=O)c2ccccc21 (configuration not stated)
 : 8.8*, -9
- O=C(NCC1CCCO1)c1cccc(Oc2c(Cl)cccc2[N+](=O)[O-])c1 (configuration not stated)
 : i, -27
- O=C(CSc1n[nH]c(-c2ccccc2F)n1)Nc1cc(F)ccc1F
 : /, 23
- COCCN(C(=O)CSc1ncccn1)c1c(N)n(Cc2ccccc2)c(=O)[nH]c1=O
 : i, -7
- O=C(NN=Cc1ccc(F)c(F)c1)c1ccc(NS(=O)(=O)c2cccs2)cc1
 : /, -8
- OCC1CCCCN1CCNCc1cn[nH]c1-c1cccc2ccccc12 (configuration not stated)
 : i, -17
- O=C(NC1CCS(=O)(=O)C1)/C(=C/c1ccco1)NC(=O)c1ccccc1 (configuration not stated)
 : i, -2
- CCN(CCO)c1ncnc2c1sc1nc(C(C)C)c3c(c12)CC(C)(C)OC3
 : i, -30
- COc1cccc(CN(C)C(=O)[C@@H](NC(=O)c2ccc(C)cc2)C(C)C)c1
 : i, -36
- O=C(c1ccc2c(=O)n(CCc3ccccc3)c(=O)[nH]c2c1)N1CCN(c2ccccc2)CC1
 : i, -22
- Cc1ccccc1C(=O)N1CCN(c2ccc(NC(=O)c3ccccc3[N+](=O)[O-])cc2)CC1
 : i, -3
- CC(NC(=O)COC(=O)c1cc([N+](=O)[O-])ccc1N1CCOCC1)c1ccc(F)cc1 (configuration not stated)
 : i, -15
- Cc1ccc(C)c(S(=O)(=O)c2c(C)cc(C)[nH]c2=O)c1
 : i, -15
- Cc1ccnc(Sc2ccc([N+](=O)[O-])cc2[N+](=O)[O-])n1
 : i, -9
- COc1ccc(C2NC(=O)C(C#N)=C(S)N2c2ccccc2)cc1OC (configuration not stated)
 : i, -4
- CCC(C)c1ccc(NC(=O)Nc2cnccn2)cc1 (configuration not stated)
 : i, -11
- NC(=O)c1ccccc1NC(=O)N1CCOCC1
 : i, 3
- S=C(Nc1ccccc1Cl)N(Cc1ccccc1)Cc1cccnc1
 : i, -29
- CC(=O)N/N=C/c1ccccc1OCCOc1cccc(C)c1
 : i, -11
- O=C(COc1ccc(S(=O)(=O)N2CCCCC2)cc1)NC1CCCCC1
 : i, -23
- CCn1c2ccccc2c2cc(NC(=O)COC(=O)c3cc(Cl)c(N)cc3OC)ccc21
 : i, -2
- O=C(Nc1ccc(-c2ccc(N3CCCCC3)nn2)cc1)c1ccco1
 : i, -22
- CCCCc1nc2cc(C(=O)N(C)C3CCOCC3)ccc2o1
 : i, -11
- Cc1ccc(/C=C(\C#N)C(=O)Nc2cccc3ncccc23)o1
 : i, 1
- O=C(N/N=C/c1ccc2c(c1)OCO2)C(O)c1ccccc1 (configuration not stated)
 : i, 2
- Cc1onc(C(=O)NCc2ccc(F)cc2)c1[N+](=O)[O-]
 : i, -2
- CCOC(=O)C1=CC[C@H]2c3c(c4ccccc4n3C)C(=O)C1N2S(=O)(=O)c1ccc(C)cc1
 : /, -30
- CCc1ccc(NC(=O)C(=O)NNC(=O)c2cccs2)cc1
 : i, -2
- COc1ccc(CCNC(=O)CCN2C(=O)[C@@H]3Cc4ccccc4CN3C2=O)cc1
 : i, -31
- O=c1c2c(ncn1CCO)nc1n2CCC1
 : i, -5
- COc1ccc(CCn2c(=O)[nH]c3cc(C(=O)N4CCN(c5ccccc5)CC4)ccc3c2=O)cc1OC
 : i, -38
- COc1ccc(NC(=O)CSc2nnc(C(C)C)n2N)cc1
 : i, -25
- COc1ccccc1C(=O)NC(=O)CSc1nnc2ccccn12
 : /, 13
- COC(=O)CCNC(=O)c1ccc2nc(Cc3ccc(OC)c(OC)c3)oc2c1
 : i, 5
- CCCCn1c(N)c(N(CC(C)C)C(=O)CCNC(=O)c2ccccc2Cl)c(=O)[nH]c1=O
 : i, -7
- O=C(CSc1nc2ccccc2c(=O)n1Cc1ccco1)NCCN1C(=O)CSC1=O
 : i, -11
- CN(CCC#N)CC(=O)Nc1ccc(NC(=O)CN(C)CCC#N)cc1
 : i, -4
- CC1CCN(S(=O)(=O)c2cccc(C(=O)Nc3nncs3)c2)CC1
 : i, -5
- COc1cc(CC(NC(C)=O)C(=O)NC2CCN(S(=O)(=O)c3ccc(NC(C)=O)cc3)CC2)cc(OC)c1 (configuration not stated)
 : i, -8
- Cc1ccc(NC(=O)COC(=O)CN2CCCCCC2=O)cc1C
 : /, -10
- COc1cc(NS(=O)(=O)c2ccc(NC(=O)COc3ccccc3Cl)cc2)nc(OC)n1
 : i, -27
- CN(CC(=O)Nn1cnnc1)S(=O)(=O)c1cc(Cl)ccc1Cl
 : i, -10
- CC(C)CCn1cnc2c(NCc3ccccc3)ncnc21
 : i, -42
- COc1ccc(N/C(=C(/C(Cl)=C(Cl)Cl)[N+](=O)[O-])n2nnc3ccccc32)cc1
 : i, -15
- COc1ccc(C)cc1-n1nnnc1SCC(=O)NC1CC1
 : /, -9
- COc1ccccc1-c1nc(S(=O)(=O)c2ccccc2)c(N2CCOCC2)o1
 : i, -25
- COc1ccc(N2CCN(CC(=O)Nc3nc(C)cs3)CC2)cc1
 : i, -6
- O=C(CSc1nnc(-c2ccc(OC(F)F)cc2)o1)NC(=O)NCc1ccco1
 : i, -8
- CCOc1ccc(NC(=S)N2CCC(N(C)CCN3CCOCC3)CC2)cc1
 : i, 0
- CCn1ccnc1CN(C)Cc1cn(-c2cccc(C)c2)nc1-c1cccc(F)c1
 : i, -23
- CN(C)C(CNC(=O)c1ccc(NC(=O)CC#N)cc1)c1ccccc1 (configuration not stated)
 : i, -18
- Cc1c(C(=O)Nc2ccc3nc(N4CCOCC4)sc3c2)oc2ccccc12
 : /, -11
- O=C(NCCc1nc(-c2ccccc2Cl)no1)C1CCCCC1
 : i, -23
- CCOc1ccc(-c2cc(CCCC(=O)Nc3cc(OC)ccc3OC)no2)cc1
 : i, -12
- CCOc1cc(C(=O)OCC(=O)c2c(N)n(C)c(=O)n(C)c2=O)cc(OCC)c1OCC
 : i, -2
- Clc1cccc(-c2cc3nc4c(c(N5CCN(c6cnccn6)CC5)n3n2)CCCC4)c1
 : i, -27

Additional results:
Each structure is followed by: CHT PAM, OX1R antag
- CN1C(C(=O)NCC2CC2)CC2Cn3c(nc4cc5ccccc5cc43)C21 (configuration not stated)
 : i, 0
- COc1ccc2nc(/C=N/NC(=O)[C@H](CCSC)NC(=O)OC(C)(C)C)ccc2c1
 : i, -32
- CSc1nc2n(n1)C(c1cccs1)C1=C(CCCC1=O)N2 (configuration not stated)
 : i, -11
- OCC[C@@H]1C[C@@H](O)[C@H](O)[C@]2(CCCCO2)O1
 : i, -9
- CCc1ccc(-n2c(=O)c3c(C)c(C)sc3n(CC(=O)NCC3CCCO3)c2=O)cc1 (configuration not stated)
 : i, -13
- CC(NC(=O)CN1c2cccc3cccc(c23)S1(=O)=O)c1ccc(S(N)(=O)=O)cc1 (configuration not stated)
 : i, -4
- Nc1nonc1C(=O)NCCNC(=O)c1ccccc1F
 : i, 0
- O=C(CCNC(=O)c1ccco1)Nc1cccc(C(F)(F)F)c1
 : i, -16
- COc1ccc(S(=O)(=O)N2CCOCC2)cc1NC(=O)c1sccc1C
 : /, -5
- COc1ccccc1C(=O)c1nc2ccccc2n1C
 : i, -20
- OCCN1CCN(c2ncnc3scc(-c4ccc(F)cc4)c23)CC1
 : i, /
- Cc1ccc(CNC(=O)c2ccccc2N(C)S(C)(=O)=O)cc1
 : i, -22
- Cc1cc(SCC(=O)NCCCN2CCCC2=O)nc2ccccc12
 : /, -9
- O=C(CN1C(=O)NC2(CCSC2)C1=O)N1CCN(c2ccc(F)cc2)CC1 (configuration not stated)
 : i, -17
- CCOCCCn1c(C)nc2c(c1=O)c1nc3ccccc3nc1n2-c1ccc2c(c1)OCCO2
 : i, -19
- CC(C)C[C@@H](COc1ccccc1)N1CCN(C)CCC1=O
 : i, -9
- CC(/C=N\NC(=O)c1cc(C)oc1C)=C\c1ccccc1
 : i, 6
- Cc1nc2cc(-c3ccc(Br)cc3)[nH]n2c(=O)c1Cl
 : i, /
- c1ccc2c(N3CCCCC3)nc(N3CCCC3)nc2c1
 : i, -18
- CCOc1ccc(C(C(=O)NC2CCCCC2)N(C(=O)c2ccccn2)c2cccnc2)cc1 (configuration not stated)
 : i, -22
- CC(=O)c1c(C)[nH]c(C(=O)OCC(=O)NCc2ccc(Cl)cc2)c1C
 : /, -8
- CCN(Cc1ccccc1)S(=O)(=O)c1cn(C)cn1
 : i, -2
- Cc1ccsc1C(=O)NNC(=O)c1ccccc1F
 : /, -7
- Cc1cc2c(c(=O)n1Cc1cccnc1)C(c1cccs1)C(C#N)=C(N)O2 (configuration not stated)
 : i, -24
- O=C(CCCNC(=O)c1ccc(Cl)cc1)Nc1ccccc1F
 : i, -20
- COC(=O)c1ccc(NC(=O)CSc2n[nH]c(-c3ccncc3)n2)cc1
 : i, -6
- COc1ccc(NC(=O)N2CCCc3ccccc32)cc1
 : i, -10
- CC(C)c1cc(=O)n2[nH]c(N)nc2n1
 : i, -5
- O=C(NCC(c1ccco1)N1CCCC1)c1cc(S(=O)(=O)N2CCOCC2)ccc1Cl (configuration not stated)
 : /, -20
- Cc1ccsc1/C=C(\C#N)C(=O)NCc1cccnc1
 : i, -10

Single records, as listed above. Order of values: CHT PAM | OX1R antag
Record of O=C(NCC(c1ccco1)N1CCCC1)c1cc(S(=O)(=O)N2CCOCC2)ccc1Cl (configuration not stated) : / | -20
Record of COc1ccc2nc(/C=N/NC(=O)[C@H](CCSC)NC(=O)OC(C)(C)C)ccc2c1 : i | -32
Record of OCC[C@@H]1C[C@@H](O)[C@H](O)[C@]2(CCCCO2)O1 : i | -9

Ordered by molar mass (lowest first): four of the compounds above.
Each structure is followed by: CHT PAM, OX1R antag
- O=c1c2c(ncn1CCO)nc1n2CCC1
 : i, -5
- NC(=O)c1ccccc1NC(=O)N1CCOCC1
 : i, 3
- O=C(NCC(c1ccco1)N1CCCC1)c1cc(S(=O)(=O)N2CCOCC2)ccc1Cl (configuration not stated)
 : /, -20
- CCOCCCn1c(C)nc2c(c1=O)c1nc3ccccc3nc1n2-c1ccc2c(c1)OCCO2
 : i, -19

More records
molecule	CHT PAM	OX1R antag
CC(C(=O)Nc1ccc(S(N)(=O)=O)cc1)N1CCc2ccccc21 (configuration not stated)	i	-12
CCCCCC(=O)N1CC2(CC(c3cccc(NC(=O)c4ccccc4)c3)=NO2)C[C@@H]1C(N)=O (some centres not stated)	i	-19
C[C@]12CC[C@@H]3c4ccc(O)cc4[C@@H](O)C[C@H]3[C@@H]1CC[C@@H]2O	i	-2
O=C(CN1C(=O)C2C3CC(C(Br)C3Br)C2C1=O)N1CCOCC1 (configuration not stated)	i	14
CN(Cc1ccccc1)C(=O)COC(=O)CCC(=O)c1ccc(F)cc1	/	-3
Cc1cccn2c(=O)c3cc(C(=O)NC4CCCCC4)n(C)c3nc12	i	-8
CCCOc1ccc(-c2c(C(=O)N/N=C/C3CC=CCC3)nnn2-c2nonc2N)cc1 (configuration not stated)	i	-6
Cc1ccc(NC(=O)COC(=O)C(NS(=O)(=O)c2ccc(Cl)cc2)C(C)O)cc1 (configuration not stated)	i	-18
O=C(CCc1nc2ccccc2[nH]1)Nc1ccc2c(c1)OCO2	i	-6
O=C(Nc1ccc(O)cc1)/C(=C\c1cccs1)NC(=O)c1ccccc1	i	-15
CC1(C)NC(=O)N(CCCOc2ccc(Br)cc2Cl)C1=O	i	-27
O=c1oc2c(Cl)cc(Cl)cc2cc1-c1nnc(Nc2ccccc2F)s1	i	-3
CCCCn1c(N)c(N(CCC(C)C)C(=O)CSc2nnc(C)s2)c(=O)[nH]c1=O	i	-21
COC(=O)Cn1c(O)c(N=NC(=O)CNC(=O)c2ccncc2)c2ccccc21	i	-11
COC(=O)c1ccccc1NC(=O)Nc1c(C)n(C)n(-c2ccccc2)c1=O	i	-10
O=C1c2ccccc2C(=O)c2c1ncn2-c1ccccc1	i	-1
Cc1cc(C)n(-c2nc(C(=O)O)cs2)n1	i	7
Cc1onc(-c2c(Cl)cccc2Cl)c1COC(=O)c1ccc(Cl)cc1[N+](=O)[O-]	i	-22
COc1cc(S(=O)(=O)N2CCOCC2)ccc1N	i	-13
Cc1nnc(C)c2c(C)n(C(C)c3ccccc3)c(C)c12 (configuration not stated)	i	-12

Quoted at random: two compounds from above
molecule	CHT PAM	OX1R antag
O=C(CN1C(=O)C2C3CC(C(Br)C3Br)C2C1=O)N1CCOCC1 (configuration not stated)	i	14
CCCCn1c(N)c(N(CCC(C)C)C(=O)CSc2nnc(C)s2)c(=O)[nH]c1=O	i	-21

(cont.)
molecule	CHT PAM	OX1R antag
COc1cc(/C=C2\SC(=O)N(CCNC(=O)c3c(C)noc3C)C2=O)cc(OC)c1OC	/	-35
Cc1ccc(S(=O)(=O)Nc2ccccc2CNc2ccccn2)cc1	i	-25
Cc1nn(C(C)C)c(C)c1CN1CCC(C(=O)Nc2cccc(-c3cccc(F)c3)c2)CC1	i	5
C=CCn1cc(-c2ccccc2)cc(C#N)c1=O	i	-24
COc1ccc(C(=O)CC(=O)c2ccc(C)cc2)c(O)c1	i	-16
O=C(Nc1ccccc1)Nc1nnc(Cc2ccccc2F)s1	i	-25
CCOC(=O)C(=CNc1ccc(Cl)cn1)C(=O)OCC	i	-18
COc1cccc(-n2c(SCc3ccccn3)nc3c(c2=O)SCC3)c1	i	-15
